GLP-1R agonist = activates the human GLP-1 receptor; 0.007% of 380,000 active; HEK293 GLP-1R CRE-luciferase, luminescence, 4-6 h; cells express a hypersensitive GLP-1R form; Potency, µM (series often up to 45.6 µM), for inactives: top-dose activation, usual class: activators; also: % of control where 0% means no effect
Target sequence (P43220 whole entry, looked up): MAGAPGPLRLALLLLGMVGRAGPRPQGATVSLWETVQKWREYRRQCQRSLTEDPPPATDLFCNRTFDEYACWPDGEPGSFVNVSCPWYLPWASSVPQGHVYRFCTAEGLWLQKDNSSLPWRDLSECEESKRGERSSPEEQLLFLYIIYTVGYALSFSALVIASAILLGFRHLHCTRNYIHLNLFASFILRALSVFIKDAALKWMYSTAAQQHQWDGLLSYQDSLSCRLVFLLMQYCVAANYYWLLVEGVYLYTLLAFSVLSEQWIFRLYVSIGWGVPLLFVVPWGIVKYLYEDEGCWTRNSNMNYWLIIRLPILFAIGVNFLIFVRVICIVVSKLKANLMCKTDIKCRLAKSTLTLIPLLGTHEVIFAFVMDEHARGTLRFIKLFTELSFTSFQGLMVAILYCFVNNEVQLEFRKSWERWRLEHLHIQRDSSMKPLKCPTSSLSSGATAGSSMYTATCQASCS
HT1080NT lethal = kills 2HG-producing HT-1080-NT fibrosarcoma cells. Potency, µM (titrated, usually from 46.1 µM), inactives show top-dose activity, negative = less viability, most hits filed as cytotoxic. 1.6% of 360,000 active. HT-1080-NT fibrosarcoma viability, CellTiter-Glo ATP luminescence, 48 h. AID 686970;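 also: NT is the 2HG producing partner of a matched IDH1 knockdown line; 0% = DMSO-treated cells and -100% = media-only wells without cells; nearly all actives have a fitted effect of over 55% in size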
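Toxicity toward the 2HG-producing NT line was scored as %Activity, normalised to DMSO and no-cell wells, from CellTiter-Glo luminescence after 48 hours' treatment.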
SW480 rerep = DNA re-replication induction in SW480 cells | 1.8% of 340,000 active | SW480 DNA re-replication, Hoechst DNA content imaging, 48 h | AID 624297 | Potency, µM (top dose mostly 46.1 µM), without a hit: at the top dose re-replication activation, actives largely listed as activators; also: % of control where 0% means no effect; nearly all actives have a fitted effect of over 55% in size
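SW480 cells exposed to compounds for 48 hr at 37 C, 5% CO2, then Hoechst-stained 40 min. Nuclear DNA content imaged by fluorescence scanning (405 nm excitation, 500-530 nm emission); re-replication scored as increased high-intensity nuclei.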
KB-V1 cytotox = KB-V1 MDR subline cytotoxicity; KB-V1 MDR cells viability, CellTiter-Glo, 72 h; Potency, µM (doses to about 46.1 µM), for inactives: at the top dose activity change, negative = cytotoxicity, most hits filed as cytotoxic; 3.4% of 400,000 active; AID 1347076; also: % is scaled to controls: 0 for no effect and ±100 for the full control effect; nearly all actives have a fitted effect of over 60% in size
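Luminescent ATP read-out (CellTiter-Glo, 10 min) measures survival of drug-selected KB-V1 MDR cells after 72 h, 37 degrees C compound exposure. Medium: phenol-red-free DMEM, 10% FBS. Values from fitted concentration-response curves.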
HT1080 IDH1KD tx = toxicity to HT-1080 IDH1 knockdown cells (counter line); HT-1080 IDH1 knockdown viability, ATP luminescence, 48 h; Potency, µM (titrated, usually from 46.1 µM), for inactives: top-dose activity, negative = toxicity, hits mostly cytotoxic; 2% of 360,000 active; AID 686971;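 also: 0% = DMSO wells and -100% = cell-free medium wells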
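Assay cells: HT-1080 with IDH1 knockdown, 750 per well, RPMI/5% FBS. Exposure: 48 h at 37 °C following 2 h pre-incubation. Read: CellTiter-Glo luminescence; fitted concentration-response, curve class assigned.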
TDP-43 yeast inh = TDP-43 toxicity inhibition in yeast. 1.8% of 410,000 active. TDP-43 expressing yeast growth rescue, BacTiter-Glo, 24 h. Potency, µM (titrated, usually from 46.1 µM), for inactives: at the top dose growth rescue (activation), usual class: activators; also: % of control where 0% means no effect; nearly all actives have a fitted effect of over 50% in size
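In this qHTS, compounds that restore growth of yeast expressing TDP-43 appear as activators. Cells (OD600=0.02, galactose medium, raffinose-pregrown) are incubated with compound 24 hr at 30 deg C and growth is quantified by BacTiter-Glo.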
GLP-1R inv ag = GLP-1 receptor (human) inverse agonism. HEK293 GLP-1R CRE-luciferase, luminescence, 24 h; GLP-1R form is constitutively active. Potency, µM (titrated, usually from 38.3 µM), for inactives: top-dose activity change, negative = inhibition, hits mostly inhibitors. AID 624417. 1.6% of 410,000 active; also: % is scaled to controls: 0 for no effect and ±100 for the full control effect; nearly all actives have a fitted effect of over 55% in size
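qHTS in 1536-well format: reporter HEK293 cells expressing constitutive GLP-1R activity in DMEM + 10% Nu serum, 24 hr with compounds at 37 deg C, luminescence read after 12 min with detection reagent.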
KB-3-1 cytotox = kills parental KB-3-1 adenocarcinoma cells; Potency, µM (series often up to 46.1 µM), for the others: top-dose activity change, negative = cytotoxic, most hits filed as cytotoxic; 1.4% of 400,000 active; KB-3-1 viability, CellTiter-Glo ATP luminescence, 72 h; also: % is scaled to controls: 0 for no effect and ±100 for the full control effect; nearly all actives have a fitted effect of over 60% in size
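Cells are dispensed, compounds pinned in, plates held at 37 °C for 72 h, then CellTiter-Glo is added and luminescence read after 10 minutes. Cell line: parental KB-3-1 in phenol-red-free DMEM, 10% FBS.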
HEK293 tox = cytotoxicity counter-screen for GLP-1 receptor inverse agonists | Potency, µM (highest dose often 38.3 µM), without a hit: at the top dose activity change, negative = inhibition, most hits filed as inhibitors | HEK293 cAMP-luciferase reporter cells, luminescence, 24 h | 0.13% of 410,000 active;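 also: loss of luciferase light is scored as toxicity; % is scaled to controls: 0 for no effect and ±100 for the full control effect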
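Step one: seed cells (200 cells/uL, DMEM with 10% Nu serum, 1% pen-strep). Step two: 12-hour incubation at 37 deg C. Step three: pin 23 nL compound, incubate 24 hr. Step four: add luciferase reagent, read luminescence 12 min later.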
* marks the source's active call; other numbers are inactive results; ? = inconclusive; / = no result given; [ ] = another dose, or the depositor's remark. Calls follow the shape of the dose curve; as a rule, active = well fitted curve in the direction sought with a large enough effect; inconclusive = small, poorly fitted or top-dose-only effect, or another doubt; inactive = no such curve, though single readings can be large; an effect the other way counts as inactive or inconclusive. Potency is read from the fitted curve at half-maximal effect.

SMILES | GLP-1R agonist | HT1080NT lethal | SW480 rerep | KB-V1 cytotox | HT1080 IDH1KD tx | TDP-43 yeast inh | GLP-1R inv ag | KB-3-1 cytotox | HEK293 tox
COc1ccccc1N(CN1CCCC1=O)C(=O)COc1ccccc1 | -5% | 1% | -23% | 1% | -8% | -13% | 0% | -3% | 8%
CN1CC(=O)N(CC(=O)NC2CCCCC2)C1=O | -2% | 8% | -1% | 5% | 12% | 6% | -11% | -7% | -5%
COC(=O)C1=C(C(=O)OC)[C@@H]2N(Cc3ccccc3)c3ccccc3[C@@]23C[C@@H](C(=O)OC)N(C(=O)c2ccc(Br)cc2)C3=N1 | -2% | -18% | -2% | ? | ? | -5% | ? | ? | 20%
CCOc1cccc2c1OC1(CCCCC1)N1N=C(c3cccnc3)CC21 (centres undefined) | -3% | 3% | -9% | ? | 2% | -13% | 30%[activator] | 8% | 3%
O=C1/C(=C\c2ccco2)SC(=S)N1c1ccc(O)cc1 | -2% | 19% | 21µM* | 0% | 14% | 21% | 9% | 6% | -3%
COCC(=O)Oc1cc(-c2ccc(C)cc2C)c(OC(=O)COC)c(-c2ccc(C)cc2C)c1 | 1% | -24% | / | ? | ? | 6% | 2.5µM* | ? | -17%
COC(=O)C1C(=O)C2=C(CC1C)NC(=O)CC2c1ccccc1 (centres undefined) | 0% | 9% | -8% | 20% | 12% | 11% | -9% | 12% | 6%
Cc1cccc(CNC(=O)CN2C(=O)CSc3c2c(C)nn3-c2ccccc2)c1 | / | / | / | 0% | / | 22% | -23% | -2% | -5%
CCCCN1CC(Br)C(=O)NC1=O (centres undefined) | 0% | 12% | 4% | 9% | 10% | -9% | 0% | -3% | -6%
OCCN1CCN(c2cc(C(F)(F)F)nc3ccccc23)CC1 | 22% | -15% | -5% | 1% | -17% | 1% | 51%[activator] | 7% | -11%
ON1C(c2ccccc2C(F)(F)F)N(O)[C@H]2CCCC[C@H]21 (some centres undefined) | -2% | 3% | -9% | -9% | -4% | 0% | -12% | 1% | 2%
O=C1C(NS(=O)(=O)c2cccs2)=C(N2CCN(c3ccccc3)CC2)C(=O)c2ccccc21 | 4% | 17% | -2% | -17% | 17% | 2% | 0% | ? | -12%
CCOC(=O)c1c(C)[nH]c(C(=O)OCC(=O)Nc2cccnc2Cl)c1C | -1% | 4% | 1% | ? | 3% | ? | 15% | -3% | 6%
Cc1ccc(/C=N/NC(=O)CNC(=O)c2cccs2)cc1 | 1% | 12% | 1% | ? | 11% | -3% | -18% | 4% | -20%
C=CCn1c(CC(C)(C)C)nc2ccccc21 | 12% | 9% | -4% | 7% | 6% | -5% | ? | -3% | -2%
COc1cc(C2=NOC(C(=O)Nc3ccc(C(C)=O)cc3)C2)cc(OC)c1OC (centres undefined) | 3% | -15%[9.24 µM] | -4% | 0% | 5% | -4% | 45%[activator] | -2% | 6%
O=C(NCCCCNC(=O)C(F)(F)F)C(F)(F)F | 16% | 10% | -2% | -4% | 9% | -15%[0.397 µM] | 9% | -3% | 2%
CN(C)c1ccc(S(=O)(=O)NCC(=O)OCC(=O)Nc2cc(Cl)cc(Cl)c2)cc1[N+](=O)[O-] | -2% | -4% | -4% | 9% | -1% | -8% | -2% | 5% | -25%
COc1ccc(OC)c(NC(=O)CSc2nnc(CNC(=O)c3ccco3)o2)c1 | 0% | 14% | -4% | -2% | 17% | -3% | 0% | -6% | -3%
Cc1cc2nc3c(=O)[nH]c(=O)[nH]c3nc2c([N+](=O)[O-])c1N | 0% | 2% | -8% | 6% | 3% | -23% | -7% | 2% | -23%
CC1(C)Cc2c(cnn2-c2ccccc2)C(NC(=O)c2ccc[n+]([O-])c2)C1 (centres undefined) | 0% | -6% | 2% | 5% | -1% | -14% | 12% | 1% | -7%
CCC(C)(C)n1nnnc1C(c1cccs1)N1CCc2ccccc21 (centres undefined) | -1% | -25% | 17% | -15% | -9% | 26% | ? | 6% | 36%[activator]
CCOC(=O)c1c(N)sc(C(=O)Nc2ccccc2)c1C | -7% | -7% | -1% | -14% | -9% | -17% | ? | ? | -27%
COc1cc(C=O)c(-c2c(C=O)cc(OC)c3c2OCO3)c2c1OCO2 | 7% | -5% | 3% | ? | -15% | -6% | -13% | 6% | -16%
CC1(C(=O)NS(=O)(=O)c2ccc(F)cc2F)CCN1C(=O)C1(c2ccc(Cl)cc2)CC1 (centres undefined) | -6% | 19% | / | -9% | 3% | 25% | ? | -17% | 5%
CCOC(=O)CSc1nnc(CNC(=O)c2ccco2)n1C | -9% | 6% | -4% | -8% | -2% | -19% | -3% | ? | 1%
CCn1cc(CNC(=O)c2cc(-c3cc(OC)ccc3OC)nc3ccccc23)c(C)n1 | 27% | 1% | -39%[inhibitor] | ? | 4% | 6% | -8% | -11% | -21%
Cn1c2c(c(=O)n(C)c1=O)C(NS(=O)(=O)c1ccccc1)(C(F)(F)F)C(=O)N2 (centres undefined) | 1% | -1% | ? | ? | 6% | -4% | 4% | 5% | 18%
O=C(CN1c2ccccc2Sc2ccccc21)N/N=C/c1ccc(Cl)cc1 | 3% | -13% | -2% | ? | -11% | -7% | 3.2µM* | 4% | -22%
O=C(NC(=S)Nc1ccccc1C(F)(F)F)c1ccccc1F | 12% | -17% | -3% | -12% | -21% | -13% | 2% | 0% | -7%
Cc1ccc(S(=O)(=O)CC(=O)Nc2nc3ccccc3s2)cc1 | 9% | -8% | -5% | 11% | 1% | -1% | -29% | 2% | 10%
Clc1ccccc1CN(Cc1ccccc1)c1ncnc2nc[nH]c12 | 3% | -29% | -2% | -11% | ? | 20% | ? | -6% | -17%
CCOC(=O)C1(Cc2ccc(OC)cc2)CCN(C(=O)CCc2cccnc2)CC1 | 10% | -3% | 0% | ? | -1% | -4% | -6% | -3% | 0%
COc1ccc(S(=O)(=O)NC(CC(=O)NCc2ccc3c(c2)OCO3)c2ccco2)cc1 (centres undefined) | -7% | 8% | 1% | -1% | 12% | 6% | -9% | 13% | -9%
COc1ccccc1N1CCN(/N=C/c2ccc(C(=O)O)cc2)CC1 | 0% | 2% | -3% | 0% | 4% | 10% | -6% | -4% | -18%
CC(=O)N1CCCc2cc(S(=O)(=O)N3CCCCC3)ccc21 | / | / | / | 7% | / | 21% | 17% | 13% | -5%
Cc1cc(C)cc(Nc2ncnc3nc[nH]c23)c1 | 3% | 8% | -5% | -26% | -14% | -19% | 15% | -20% | -10%
O=C(NCCS(=O)(=O)NCc1ccccn1)c1ccccc1 | -9% | 5% | -6% | 6% | 6% | 17% | 14% | -3% | 9%
COc1cc(OC)c(OC)cc1CNC(=O)c1ccc(S(=O)(=O)N2CC(C)OC(C)C2)cc1 (centres undefined) | 4% | 0% | -10% | -18% | 2% | -1% | -4% | -5% | 3%
CCOC(=O)C(CCCOc1cccc(CC)c1)C(=O)OCC | 13% | -1% | 0% | 2% | -3% | 5% | ? | -1% | -1%
Cc1ccc2nc(SCc3nnc(-c4ccccc4)o3)[nH]c2c1 | 1% | -1% | -14% | ? | -2% | -3% | 2% | 4% | -3%
CCNC(=O)C1(C)CCN(C(=O)c2ccc3snnc3c2)C1 (centres undefined) | -4% | ? | / | 5% | 14% | 6% | 7% | 0% | 1%
COc1ccc(CNC(=O)CN2C(=O)c3ccccc3C2=O)cc1 | -2% | 15% | -20% | ? | 19% | 16% | 2% | 1% | 14%
O=C(N/N=C/c1c(O)n(-c2ccccc2Cl)c(=O)c2ccccc12)c1cccnc1 | 1% | 6.5µM* | 16µM* | ? | 9.2µM* | 22% | 1% | 11% | 249%[activator]
Cc1ccc(C(O)c2ncc(-c3ccccc3C(F)(F)F)[nH]2)cc1F (centres undefined) | 4% | -20% | / | -25% | -10% | 0% | ? | 1% | -6%
